# High-throughput results as filed in PubChem.
# HGIII-sPLA2 inh: Inhibits HGIII-sPLA2 liposome hydrolysis, primary screen. QFRET BODIPY PC-A2 liposome hydrolysis, fluorescence. inhibition, % at 12.2 µM. 0.56% of 370,000 active;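 active = inhibition above mean plus 3 SD of compounds lying within the high and low control bounds, cut at about 19% in these data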;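 also: 0% = median of test compound wells and 100% = no enzyme DMSO wells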
# Target sequence (Q9NZ20 whole entry, looked up): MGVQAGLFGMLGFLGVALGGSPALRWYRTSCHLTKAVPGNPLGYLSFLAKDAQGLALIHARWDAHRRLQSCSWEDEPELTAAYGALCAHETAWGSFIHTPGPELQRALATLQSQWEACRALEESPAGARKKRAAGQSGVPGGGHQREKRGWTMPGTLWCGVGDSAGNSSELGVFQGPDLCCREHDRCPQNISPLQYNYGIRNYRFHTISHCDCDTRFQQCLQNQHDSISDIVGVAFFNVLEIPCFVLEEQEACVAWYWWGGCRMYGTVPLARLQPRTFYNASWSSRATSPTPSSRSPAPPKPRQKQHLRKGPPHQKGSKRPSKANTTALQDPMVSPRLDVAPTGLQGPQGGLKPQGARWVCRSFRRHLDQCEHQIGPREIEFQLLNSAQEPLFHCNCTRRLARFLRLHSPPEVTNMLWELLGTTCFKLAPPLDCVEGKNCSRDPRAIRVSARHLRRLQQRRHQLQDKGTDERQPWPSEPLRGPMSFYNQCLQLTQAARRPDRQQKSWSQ
# GAA850 FXN act: increases GAA850 frataxin promoter reporter activity. HEK293 lucGAA850 FXN promoter luciferase reporter, 24 h; percent of 10 µM SAHA response. activation, % at 6 µM. 0.56% of 360,000 active;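 active = activation above the average of all compounds screened plus 3 SD, cutoff fixed separately per campaign, cut at about 7.5% in these data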;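 also: 0% = DMSO wells and 100% = 10 µM SAHA wells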
# DAX1 inh-1: NR0B1 (DAX1) inhibition | inhibition, % at 6.75 µM | HEK293 Gal4-DAX1 luciferase reporter, luminescence | P51843 | 0.99% of 340,000 active | AID 504766;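 active = inhibition above the mean over all tested compounds plus 3 SD, cut at about 4.2% in these data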;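 also: 0% = DAX1-transfected cells with DMSO and 100% = empty-vector control cells with DMSO; inhibition shows as a rise in luminescence from relieved DAX1 repression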
# PLCb3 inh: inhibitors of human phospholipase C beta3 | Purified PLC-beta3, fluorogenic substrate, fluorescence | inhibition, % at 12.2 µM | 0.18% of 370,000 active | AID 720704; in the data active = inhibition above about 11%;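 also: 0% = median of compound wells on plate and 100% = full blocker control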
# hgDAF-12 ag: activates the H. glycines DAF-12 receptor ligand-binding domain; HEK293 GAL4-hgDAF12 UAS-luciferase reporter, agonist luminescence; normalized to butyrate control; activation, % at 6.8 µM; 1.8% of 370,000 active;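 active = activation above a cutoff set at the mean of all screened compounds plus 3 SD, cut at about 10% in these data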;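 also: 0% = DMSO wells and 100% = sodium butyrate wells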
# hcDAF-12 act: activators of H. contortus DAF-12 nuclear receptor; HEK293 hcDAF-12 lit1-tk-luc reporter, luminescence; 0% DMSO, 100% Δ7-dafachronic acid; activation, % at 6.8 µM; 1.4% of 370,000 active;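 active = activation above the mean of all tested compounds plus 3 SD, cut at about 5.5% in these data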;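 also: 100% = response to 3 µM Δ7-dafachronic acid high control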
# PLC-gamma1 inh: PLC-gamma1 (human) inhibition, primary screen; purified PLC-gamma1, fluorogenic substrate, fluorescence; inhibition, % at 12.2 µM; 0.84% of 370,000 active; AID 720700; in the data active = inhibition above about 9.5%
# ADAM10 inh: inhibits human ADAM10; recombinant ADAM10, EDANS/DABCYL FRET peptide cleavage, 3 h; inhibition, % at 7 µM; 0.62% of 370,000 active; AID 720582;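 active = inhibition above a per-campaign cutoff equal to the mean of compounds falling between control-based bounds plus 3 SD, cut at about 20% in these data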;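 also: 0% = DMSO wells while the 100% control is not disclosed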
# Target sequence (O14672 214-748 limits assumed): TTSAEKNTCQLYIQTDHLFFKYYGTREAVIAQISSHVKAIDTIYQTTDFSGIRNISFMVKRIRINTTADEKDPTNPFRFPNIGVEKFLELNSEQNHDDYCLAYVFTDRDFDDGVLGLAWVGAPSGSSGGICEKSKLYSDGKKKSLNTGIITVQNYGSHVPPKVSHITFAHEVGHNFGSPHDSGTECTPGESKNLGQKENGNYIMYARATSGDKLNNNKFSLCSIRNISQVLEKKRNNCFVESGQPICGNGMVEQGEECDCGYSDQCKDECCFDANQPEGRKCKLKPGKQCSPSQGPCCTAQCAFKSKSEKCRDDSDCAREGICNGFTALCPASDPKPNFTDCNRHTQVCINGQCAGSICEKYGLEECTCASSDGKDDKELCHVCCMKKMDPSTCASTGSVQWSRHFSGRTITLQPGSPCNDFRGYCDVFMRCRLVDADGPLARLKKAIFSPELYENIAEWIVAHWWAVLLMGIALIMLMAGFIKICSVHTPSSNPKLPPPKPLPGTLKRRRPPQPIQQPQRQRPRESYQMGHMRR
# ADAM17 inh: ADAM17 inhibition, QFRET primary screen. P78536. recombinant ADAM17, EDANS/DABCYL FRET peptide cleavage. inhibition, % at 6.95 µM. 0.83% of 370,000 active. AID 720648;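 active = inhibition above the mean of compounds lying between control limits plus 3 SD, set per campaign, cut at about 8.5% in these data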;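 also: 0% = DMSO-only wells as the low control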
# ssDAF12 agonist: activates DAF-12 receptor from parasite S. stercoralis | HEK293 ssDAF-12/GRIP1 lit1-tk-luc reporter, luminescence; % of 3 µM dafachronic acid response | activation, % at 6.8 µM | 1% of 370,000 active;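 active = activation above the mean over all tested compounds plus 3 SD, cut at about 0.9% in these data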;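 also: 0% = DMSO-only wells and 100% = 3 µM delta7-dafachronic acid wells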
# DAX1 inh-2: DAX1 (NR0B1) inhibition, primary screen | HEK293T StAR-luciferase reporter, SF-1/DAX-1 repression relief | inhibition, % at 6.8 µM | 1.1% of 370,000 active | AID 652010;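 active = inhibition above the mean over all tested compounds plus 3 SD, cut at about 3.6% in these data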;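 also: 0% = DAX-1 cells with DMSO and 100% = cells lacking DAX-1 with DMSO; higher inhibition means more luminescence from relief of DAX-1 repression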
# The depositor's hits bear a star; i = inactive; / = not tested or not shown. Rows were taken by chance. About 6.9% of those tested had a hit in this group.
SMILES,HGIII-sPLA2 inh,GAA850 FXN act,DAX1 inh-1,PLCb3 inh,hgDAF-12 ag,hcDAF-12 act,PLC-gamma1 inh,ADAM10 inh,ADAM17 inh,ssDAF12 agonist,DAX1 inh-2
C[C@@H](C(=O)NCC1CC1)[C@@H]1C[C@@]1(C)[C@@H](NC(=O)OCc1ccccc1)c1ccccc1,-5.1,-1.9,1.0,5.4,0.1,-1.9,1.3,1.4,6.1,-1.3,-0.1
CCOc1cccc(OCCOCCOc2ccccc2C(C)=O)c1,10.6,0.1,0.8,-2.6,-2.9,-2.4,3.4,-4.5,-1.9,-1.4,0.7
CC(C)(C)C(=O)N1CCC[C@H]1C(O)(c1ccccc1)c1ccccc1,4.1,0.5,0.3,0.2,-3.6,-0.5,1.3,-5.9,-1.7,-1.3,-1.1
COc1ccc(C(=O)NCCS(=O)(=O)N2CCN(Cc3ccccc3)CC2)cc1,-12.3,-1.0,-1.2,-0.7,-0.1,-0.8,6.2,4.7,5.2,-0.9,-0.1
CC1(C)c2cc(O)ccc2OC1N1CCOCC1 (stereo not given),-1.0,-0.1,0.8,-5.7,1.2,-1.7,3.0,-2.1,-4.9,-0.8,-0.2
Cc1ccc(S(=O)(=O)N(C)C)cc1NC(=O)c1ccc(OC(F)(F)F)cc1,0.5,-2.5,0.3,4.4,-1.6,-0.6,4.9,6.7,2.3,-1.4,0.1
CC(Sc1nc(NCc2ccccc2)nc(N2CCOCC2)n1)C(=O)Nc1ccccc1 (stereo not given),-12.8,0.7,1.6,-2.7,-2.3,1.1,1.2,7.3,-0.6,-1.0,0.8
COc1ccc(C(C)(C)C)cc1NC(=O)COC(=O)c1nc2nccc(C)n2n1,-0.3,4.6,0.5,-2.1,-0.2,-0.6,-1.1,1.4,-1.1,0.2,-1.1
CC(=O)c1ccc(S(=O)(=O)N2CCC(NC(=O)Nc3cccc(F)c3)CC2)cc1,-22.4,-0.8,0.5,-8.1,0.3,-2.7,-0.6,5.0,-3.9,-1.8,-0.2
CC(=O)N1CCC(C(=O)Nc2cc(C)cc(C)c2)CC1,-7.4,-1.6,1.8,-4.0,0.5,0.7,4.2,0.4,-3.1,-1.5,-0.4
COc1ccc2cc3cc(C(=O)NCc4ccc5c(c4)OCO5)oc3nc2c1,-12.6,-2.4,0.5,-187.9,-1.7,-1.8,-128.6,-319.0,-103.1,-1.2,-0.7
O=C1NCCN1CCNS(=O)(=O)c1ccccc1[N+](=O)[O-],-1.7,-0.9,-1.6,-1.4,-0.1,-1.6,-0.8,3.0,0.4,-0.9,0.5
C=C(C)c1cccc(C(C)(C)NC(=O)NCc2ccncc2)c1,4.3,0.9,-1.1,-3.6,-1.5,-1.6,-2.4,11.9,-3.9,-1.6,-0.6
CCCCOc1ccc(/C=N/NC(=O)c2nnn(-c3nonc3N)c2CN2CCCCCC2)cc1,-1.7,-0.3,2.6,4.2,-3.7,-0.3,2.7,-11.5,-3.9,-1.9,0.6
CC1(C)C(C=C(Cl)Cl)C1C(=O)N1CCN(c2ccccc2)CC1 (stereo not given),1.2,-1.4,-0.8,6.2,2.9,-1.9,3.8,4.4,-1.9,-2.0,0.6

# Nine of these compounds, reformatted.
SMILES	HGIII-sPLA2 inh	GAA850 FXN act	DAX1 inh-1	PLCb3 inh	hgDAF-12 ag	hcDAF-12 act	PLC-gamma1 inh	ADAM10 inh	ADAM17 inh	ssDAF12 agonist	DAX1 inh-2
C[C@@H](C(=O)NCC1CC1)[C@@H]1C[C@@]1(C)[C@@H](NC(=O)OCc1ccccc1)c1ccccc1	-5.1	-1.9	1.0	5.4	0.1	-1.9	1.3	1.4	6.1	-1.3	-0.1
CCOc1cccc(OCCOCCOc2ccccc2C(C)=O)c1	10.6	0.1	0.8	-2.6	-2.9	-2.4	3.4	-4.5	-1.9	-1.4	0.7
CC(C)(C)C(=O)N1CCC[C@H]1C(O)(c1ccccc1)c1ccccc1	4.1	0.5	0.3	0.2	-3.6	-0.5	1.3	-5.9	-1.7	-1.3	-1.1
COc1ccc(C(=O)NCCS(=O)(=O)N2CCN(Cc3ccccc3)CC2)cc1	-12.3	-1.0	-1.2	-0.7	-0.1	-0.8	6.2	4.7	5.2	-0.9	-0.1
CC1(C)c2cc(O)ccc2OC1N1CCOCC1 (stereo not given)	-1.0	-0.1	0.8	-5.7	1.2	-1.7	3.0	-2.1	-4.9	-0.8	-0.2
Cc1ccc(S(=O)(=O)N(C)C)cc1NC(=O)c1ccc(OC(F)(F)F)cc1	0.5	-2.5	0.3	4.4	-1.6	-0.6	4.9	6.7	2.3	-1.4	0.1
CC(Sc1nc(NCc2ccccc2)nc(N2CCOCC2)n1)C(=O)Nc1ccccc1 (stereo not given)	-12.8	0.7	1.6	-2.7	-2.3	1.1	1.2	7.3	-0.6	-1.0	0.8
COc1ccc(C(C)(C)C)cc1NC(=O)COC(=O)c1nc2nccc(C)n2n1	-0.3	4.6	0.5	-2.1	-0.2	-0.6	-1.1	1.4	-1.1	0.2	-1.1
CC(=O)c1ccc(S(=O)(=O)N2CCC(NC(=O)Nc3cccc(F)c3)CC2)cc1	-22.4	-0.8	0.5	-8.1	0.3	-2.7	-0.6	5.0	-3.9	-1.8	-0.2

# Next part.
SMILES,HGIII-sPLA2 inh,GAA850 FXN act,DAX1 inh-1,PLCb3 inh,hgDAF-12 ag,hcDAF-12 act,PLC-gamma1 inh,ADAM10 inh,ADAM17 inh,ssDAF12 agonist,DAX1 inh-2
N#CC1=C(N)Oc2n[nH]c(-c3ccc(F)cc3)c2C1c1ccncc1 (stereo not given),3.7,2.7,0.1,-3.8,-0.2,0.3,-1.2,2.4,-5.2,-0.9,0.8
COc1cc(/C=C(\C#N)C(=O)NC(C)C)cc(Cl)c1O,10.2,0.8,1.3,-15.2,-0.7,-1.0,-5.1,-1.2,-6.6,-1.8,0.5
COc1cc2cc(C(c3nnnn3C(C)(C)C)N3CCc4ccccc43)c(=O)[nH]c2cc1OC (stereo not given),-9.8,-2.1,-0.3,-117.5,-0.8,7.3*,-109.2,-313.6,-112.8,-0.5,-0.3
C=CCOC(=O)C1=C(C)NC(SCC(=O)OCC)=C(C#N)C1c1ccc(C)cc1 (stereo not given),-3.2,0.5,0.1,-3.2,-3.1,1.4,-2.8,0.9,3.6,-1.1,-0.2
CC(C)(C)C1CCc2c(sc(NC(=O)CSc3nnc(-c4ccccc4)o3)c2C#N)C1 (stereo not given),-13.0,3.2,-1.2,-5.7,1.9,-0.2,-7.7,-9.1,-3.3,-0.8,0.0
O=C(/C=C/c1ccccc1)/C=C/c1ccccc1,-1.4,7.9*,0.0,-2.7,-7.5,-0.7,0.0,-9.6,-2.2,-1.9,-1.3
C[C@@H]1CN([C@@H](C)CO)C(=O)CCCn2nncc2CO[C@H]1CN(C)C(=O)Nc1ccccc1C(F)(F)F,3.6,-1.5,0.8,3.2,1.0,0.1,4.4,0.7,2.1,-0.4,0.6
CCCc1nnc(NC(=O)CCC(=O)N2CCN(CCOc3ccc(C)cc3)CC2)s1,0.3,-4.5,-2.2,-0.7,-0.6,-1.6,1.0,-3.5,-3.0,-1.6,-0.9
O=C(c1ccco1)N1CCN(C(=O)c2cn(-c3ccccc3)nc2-c2ccccc2)CC1,-3.5,0.1,-0.4,-2.3,-2.0,0.9,-0.6,-4.1,-1.9,-1.9,2.4
COc1cccc(CN2CCN(S(=O)(=O)c3ccccc3)CC2)c1OC,-11.7,0.1,/,-6.9,1.8,1.8,1.3,-4.4,-2.3,0.2,-0.4
FC(F)(F)c1ccc(C2[C@H]3CN(Cc4ccc(-c5ccccc5)cc4)[C@H](c4ccccc4)C34CC2(c2cccnc2)C4)cc1 (stereo not given in full),-1.7,/,/,1.6,1.6,-1.4,-1.7,-3.1,-0.3,-1.2,0.1
O=C(c1cc2cc(Cl)ccc2oc1=O)N1CCCC1,6.3,-2.8,-1.6,-4.5,-2.3,-0.9,-1.2,-25.7,-6.5,-0.7,-0.6
Cc1cc(C(=O)COC(=O)C2=NNC(=O)CC2)c(C)n1-c1ccc(OC(F)F)cc1,2.0,-3.3,1.5,1.1,-1.7,-2.2,-1.5,-1.4,1.7,-1.2,-1.1
COc1cc(NC(=O)C2CC(=O)N(CCc3ccc(F)cc3)C2)cc(OC)c1OC (stereo not given),-2.1,1.6,-1.1,-4.2,-1.1,0.0,0.3,0.6,-1.5,-0.9,-0.2
Oc1ccc(C[C@@H]2CNCCN2CC2(c3ccccc3)CC2)cc1,-11.6,-1.9,-0.5,2.5,0.2,-0.8,1.3,3.9,-0.1,-1.1,-0.3
CCn1c(SCC(=O)Nc2ccc3c(c2)n(C)c(=O)n3C)nnc1-c1ccncc1,2.8,3.3,0.7,-3.3,3.9,-1.3,-0.5,-6.2,-6.3,-1.0,0.7
COc1cc2[nH]c(=O)n(CCCC(=O)N3CC=C(c4ccccc4)CC3)c(=O)c2cc1OC,3.6,-0.3,1.5,0.7,-0.5,-1.9,-1.1,-12.7,-3.5,-1.4,1.2
NC(=O)c1c(NC(=O)CSc2nnc(Cc3ccccc3)n2Cc2ccco2)sc2c1CCC2,-7.7,-2.4,1.4,-3.3,2.7,-1.2,-0.7,-0.7,-16.2,-0.7,-1.2
CCn1nc(C)c([N+](=O)[O-])c1C(=O)NNC(=O)c1ccc(Cl)cc1,-5.4,1.4,1.9,-1.1,-1.3,3.3,3.5,1.8,-0.2,-1.0,-0.7
CCC(c1nnnn1-c1ccc2c(c1)OCCO2)N1CCN(CCN2CCOCC2)CC1 (stereo not given),2.0,/,/,-0.1,-0.7,-0.2,1.4,3.6,-1.3,-0.9,0.1
O=C(Cc1ccsc1)Nc1ccc(Cl)cc1Cl,-4.5,1.6,1.0,-6.3,-2.1,-1.9,1.8,0.7,-2.4,-1.3,1.1
CCCc1cc(NCCCO)n2c(nc3ccccc32)c1C#N,2.9,0.0,/,i,-0.3,1.4,i,i,i,-1.7,-1.1
CC(=O)NC(CCS(C)(=O)=O)C(=O)Nc1c(F)cccc1F (stereo not given),0.0,-0.1,1.0,2.4,1.5,1.1,0.3,9.1,-1.0,-1.1,0.7
COC(=O)/C(=C\c1c[nH]c2ccccc12)NC(C)=O,3.6,0.5,0.9,3.6,-0.6,3.4,4.8,-3.2,-2.3,-0.4,-0.1
COC(=O)CNc1nc(Cl)nc(Nc2ccc(C)cc2)n1,-3.7,3.2,-0.6,3.5,-1.8,0.4,0.4,-0.9,-0.4,-1.5,0.2
